Screens deposited in PubChem by MTDP.
RNase H inhibition – RNase H inhibition, HIV 1 Gag Pol polyprotein, FRET biochemical assay, screening (AID 372); one-dose inhibition, % at 10 µM; IC50 in µM for titrated hits; 100,000 tested, 0.77% active; HIV-1 RT RNase H, FRET RNA/DNA substrate fluorescence; higher % means a stronger effect; in the data active means inhibition above about 50%
* hit, by the source's call. The list is partial; the hit share may differ from the screen's.

smiles | RNase H inhibition
C#CCOc1c(CC=C)cc(/C=C2\C(=O)NC(=O)N(c3cccc(Br)c3)C2=O)cc1OC | 2.0%
CCCN1C(=O)C(=Cc2nc3ccccc3c(=O)n2-c2ccccc2C)c2ccccc21 | 25.0%
Cc1ccc(C(=O)Nc2cccc(C(F)(F)F)c2)cc1 | 0.0%
O=C(Nc1cccc([N+](=O)[O-])c1)C1COc2ccccc2O1 (stereo not drawn) | 14.0%
COc1ccc(OC)c(C2C(C(=O)OCCc3ccccc3)=C(C)NC3=C2C(=O)CC(C)(C)C3)c1 (stereo not drawn) | 14.0%
Cc1ccc(-c2cc(C(=O)Nc3ccc(Br)cc3)c3ccccc3n2)o1 | 11.0%
O=[N+]([O-])c1ccccc1C=Nc1ccccc1-c1ccccc1N=Cc1ccccc1[N+](=O)[O-] | 9.0%
CC1(C)C(c2ccco2)=[N+]([O-])C2(CCCCC/C2=N\NC(N)=O)N1O (stereo not drawn) | 3.0%
O=C(Nc1cccc([N+](=O)[O-])c1)c1cc2ccccc2o1 | 28.0%
Cc1cccc(C(=O)Nc2cc(-c3cccc(C)c3)[nH]n2)c1 | 8.0%
Cc1ccc(/C=C2\NC(=O)c3ccccc3C2=O)cc1 | 12.0%
CCc1ccccc1NC(=O)/C(C#N)=C\c1ccc(I)o1 | 2.0%
CCOc1cc(/C=C2\SC(=S)N(c3ccccc3)C2=O)cc(Br)c1O | 17.0%
CC1=NC(=S)C(C#N)C(c2ccccc2)=C1 (stereo not drawn) | 7.0%
CCCCOCC(O)CN1CCN(c2ccc(Cl)cc2[N+](=O)[O-])CC1 (stereo not drawn) | 14.0%
COc1ccc(CN2CCCC(C)C2)c(C)c1C (stereo not drawn) | 0.0%
O=C(NCC1COc2ccccc2O1)c1ccco1 (stereo not drawn) | 11.0%
CCOC(=O)C1=C(CC)NC2=C(C(=O)CCC2)C1c1ccc(Cl)cc1 (stereo not drawn) | 9.0%
COCCCNC(=O)Cc1ccccc1[N+](=O)[O-] | 1.0%
Cc1nnc(SCC(=O)Nc2nc3ccccc3s2)s1 | 4.0%
O=C1NC(=O)N(Cc2ccco2)C(=O)/C1=C\c1ccc(-c2ccc(Br)cc2)o1 | 53.0%*
Cc1noc(NS(=O)(=O)c2ccc(NC(=O)CCCOc3ccc(Cl)cc3Cl)cc2)c1C | 0.0%
CC(C)(C)c1ccc(O)c(N=C/C=C/c2ccccc2[N+](=O)[O-])c1 | 11.0%
CCOc1c(I)cc(/C=C(\C#N)c2nc3ccccc3[nH]2)cc1OC | 14.0%
CCN1C(=O)/C(=C/c2ccccc2OCCOc2ccccc2Cl)SC1=S | 20.0%
Cc1ccc(C)c(-c2csc(Nc3ccc(F)cc3)n2)c1 | 23.0%
CCOc1ccc(NC(=O)CSc2nc3ccc([N+](=O)[O-])cc3[nH]2)cc1 | 14.0%
O=C1CS/C(=N\N=C/c2ccc(OCc3c(F)cccc3Cl)cc2)N1 | 14.0%
O=C1NCC(c2ccccc2)C1C(=O)N/N=C\c1cc2c(cc1Br)OCO2 (stereo not drawn) | 19.0%
CC1=C(C(=O)OC(C)C)C(c2ccc3c(c2)OCO3)C2=C(CC(c3cccs3)CC2=O)N1 (stereo not drawn) | 3.0%
CC(=O)c1ccc2c(c1)c1ccccc1n2C | 0.0%
CCOC(=O)c1ccc(N2C(=O)c3cccc4c(C(=O)O)ccc(c34)C2=O)cc1 | 23.0%
CCCCOC(=O)C1=C(C)N(C)C(=O)NC1c1ccc(Cl)c(Cl)c1 (stereo not drawn) | 22.0%
CC(=O)c1ccc(NC(=O)c2cccc(Cl)c2)cc1 | 6.0%
CCOc1ccc2[nH]c(C)c(C/C=C(/C)Cl)c(=O)c2c1 | 10.0%
C=CCn1c2ccccc2c2nnc(SCC(=O)O)nc21 | 0.0%
O=C(CCc1ccccc1)NNC(=O)COc1ccc(Cl)cc1 | 20.0%
COc1cc(C=Nc2ccc(Nc3ccccc3)cc2)cc([N+](=O)[O-])c1O | 0.0%
O=C(Nc1nccs1)c1ccc(C(=O)Nc2nccs2)cc1 | 0.0%
Cc1cc(/C=C2\C(=O)NC(=S)N(c3cccc(Cl)c3)C2=O)c(C)n1-c1ccc([N+](=O)[O-])cc1 | 5.0%
CN(C)c1ccc(/C=C2\NC(=S)NC2=O)cc1[N+](=O)[O-] | 21.0%
Cc1sc(/N=C/c2ccccc2Cl)c(C#N)c1C | 3.0%
CCOC(=O)C1=C(C)N=c2s/c(=C\c3ccc(N4CCOCC4)o3)c(=O)n2C1c1ccc(F)cc1 (stereo not drawn) | 2.0%
O=C(c1ccc(Cl)cc1Cl)N1CCN(c2nc3ccc([N+](=O)[O-])cc3s2)CC1 | 5.0%
Oc1ccc(Oc2c(F)c(F)c(-c3c(F)c(F)c(Oc4ccc(O)cc4)c(F)c3F)c(F)c2F)cc1 | 5.0%
O=C(NC(=O)C(Cl)(Cl)Cl)Nc1ccccc1SCCC(F)(F)F | 7.0%
Cc1cc(C)cc(N=Cc2ccc(Cl)c([N+](=O)[O-])c2)c1 | 29.0%
O=C(NCCN1CCOCC1)c1cnn2c(C(F)(F)F)cc(-c3ccco3)nc12 | 3.0%
CCN1c2ccccc2C2=C(SC(C(=O)OC)=C(C(=O)OC)C23SC(C(=O)OC)=C(C(=O)OC)S3)C1(C)C | 16.0%
COc1cccc(C2NC(=O)NC(C)=C2C(=O)OCC2CCCCC2)c1 (stereo not drawn) | 31.0%
Cc1ccc(NC(=O)C2CC2(c2ccccc2)c2ccccc2)c(C)c1 (stereo not drawn) | 6.0%
COc1ccc(C(O)(C(=O)Nc2ccccn2)c2ccc(OC)cc2)cc1 | 2.0%
CC(C)(C)CC(=O)Nc1nc2ccc(S(C)(=O)=O)cc2s1 | 20.0%
Cc1ccc(N2C(=O)/C(=C/c3ccc(-c4ccccc4[N+](=O)[O-])o3)C(=O)NC2=S)cc1 | 18.0%
COc1cc(NC(=O)c2cccc([N+](=O)[O-])c2C)ccc1NC(=O)c1ccco1 | 11.0%
CC(=O)C1=C(O)C(=O)N(Cc2ccccc2)C1c1cccc([N+](=O)[O-])c1 (stereo not drawn) | 7.0%
COc1ccccc1NC(=O)c1c(OC)cccc1OC | 0.0%
CSc1ccc(S(=O)(=O)N(CC(=O)N2CCN(c3ccccc3)CC2)c2ccc(C)cc2)cc1 | 11.0%
Cc1ccc(N2C(=O)NC(=O)/C(=C\c3ccc(OCc4cccc([N+](=O)[O-])c4)cc3)C2=O)cc1 | 34.0%
CCCCCCCCOc1ccc(/C=C(\C#N)c2nc(-c3ccc(-c4ccccc4)cc3)cs2)cc1 | 6.0%

5 compounds out of the list, sorted by heavy-atom count, lowest first.
smiles | RNase H inhibition
CC(C)(C)CC(=O)Nc1nc2ccc(S(C)(=O)=O)cc2s1 | 20.0%
COc1cccc(C2NC(=O)NC(C)=C2C(=O)OCC2CCCCC2)c1 (stereo not drawn) | 31.0%
COc1ccc(C(O)(C(=O)Nc2ccccn2)c2ccc(OC)cc2)cc1 | 2.0%
CSc1ccc(S(=O)(=O)N(CC(=O)N2CCN(c3ccccc3)CC2)c2ccc(C)cc2)cc1 | 11.0%
CCN1c2ccccc2C2=C(SC(C(=O)OC)=C(C(=O)OC)C23SC(C(=O)OC)=C(C(=O)OC)S3)C1(C)C | 16.0%

Continued:
smiles | RNase H inhibition
O=C(Nc1ccccc1)Nc1ccc2c(c1)S(=O)(=O)c1cc(NC(=O)Nc3ccccc3)ccc1-2 | 20.0%
CCc1cccc(CC)c1NC(=O)c1cccc(OC)c1 | 2.0%
C/C(=N\Nc1cc(-c2ccccc2)nc(-c2ccccc2)n1)c1ccc([N+](=O)[O-])cc1 | 3.0%
Cc1cccc(C(=O)N2N=C(c3ccc(Cl)cc3)CC2(O)C(F)(F)F)c1O (stereo not drawn) | 11.0%
O=C(NCc1ccc2c(c1)OCO2)c1cccc(F)c1 | 0.0%
CCOC(=O)c1c(NC(=O)c2ccc([N+](=O)[O-])cc2)sc2c1CCC2 | 16.0%
O=C(/C=C/c1cn(-c2ccccc2)nc1-c1ccccc1)c1ccc(Cl)cc1 | 12.0%
COc1cccc(OC)c1C(=O)Nc1ccc2ccccc2c1 | 7.0%
CCCOC(=O)C1=C(C)NC2=C(C(=O)CCC2)C1c1cccc(Cl)c1 (stereo not drawn) | 5.0%
CCOC(=O)CNC(=O)c1ccc(C#Cc2ccccc2)cc1 | 8.0%
Cc1cc(=O)n2[nH]c(Cc3ccccc3)c(-c3cccc4ccccc34)c2n1 | 0.0%
COc1cc2c(cc1NC(=O)c1ccccc1I)oc1ccccc12 | 17.0%
Cc1ccc(C#N)c(SCC(N)=O)n1 | 26.0%
CCOC(=O)C1=C(c2ccccc2)S/C(=C2/C(=S)C(C)(C)Nc3ccc(C(c4ccccc4)(c4ccccc4)c4ccccc4)cc32)S1 | 27.0%
COc1cc(C=C2C(=O)NC(=O)NC2=O)ccc1OC(=O)c1cc(F)c(F)cc1Cl | 12.0%

Later entries.
| SMILES | RNase H inhibition |
| --- | --- |
| CN(C(=O)CCCOc1ccc(Cl)cc1Cl)C1CCCCC1 | 8.0% |
| CCCOc1ccc(C(=O)Nc2cc(Cl)cc(Cl)c2)cc1 | 14.0% |
| COc1ccc(OCCOc2cccc(C=O)c2)cc1 | 0.0% |
| CC(C)(C)c1ccc(S(=O)(=O)Nc2cc(C(N)=O)c(Cl)cc2Cl)cc1 | 5.0% |
| O=C(CCNc1ccc(F)cc1)c1cccc([N+](=O)[O-])c1 | 9.0% |
| CS(=O)(=O)N(Cc1ccc(C(=O)Nc2cccc(C(F)(F)F)c2)cc1)c1cccc(Cl)c1 | 0.0% |
| COc1ccccc1OCCOc1cc(C)c(Cl)c(C)c1 | 32.0% |
| O=C(Nc1ccc2oc(-c3cccc(Cl)c3Cl)nc2c1)c1ccc([N+](=O)[O-])cc1 | 3.0% |
| COc1ccc(-c2cc(C(F)(F)F)n3ncc(C(=O)NC(C)C)c3n2)cc1 | 9.0% |
| CCC1(C)NC(=S)N(c2nc(-c3ccccc3)cs2)N1 (stereo not drawn) | 12.0% |
| Cc1ccc(-c2csc(NC(=O)CC(C)C)n2)c(C)c1 | 6.0% |
| Cc1ccc(NC(=O)c2ccc(C)cc2Cl)c(C)c1 | 10.0% |
| Cc1nnc(SCc2ccc(C(=O)O)cc2)s1 | 1.0% |
| COc1cc(/C=N/c2oc(C)c(C)c2C#N)cc(Br)c1O | 0.0% |
| Cc1ccc2nc(Nc3ccccc3C)nc(-c3ccccc3)c2c1 | 8.0% |
| COc1ccc(-c2nc(-c3ccccc3)c(-c3ccc(Br)cc3)[nH]2)cc1 | 17.0% |
| O=C(c1ccc2c(c1)C(=O)N(c1nccs1)C2=O)c1ccc2c(c1)C(=O)N(c1nccs1)C2=O | 1.0% |
| COc1ccc(C2CC(=O)C3=C(C2)Nc2ccccc2NC3c2cccc(F)c2)cc1OC (stereo not drawn) | 1.0% |
| COc1cc(C2Oc3nc(SC)nnc3-c3ccccc3N2C(C)=O)cc(OC)c1OC (stereo not drawn) | 3.0% |
| O=S(=O)(Nc1nccs1)c1ccc2ccccc2c1 | 14.0% |
| COc1cccc(OCCOCCOc2c(C)ccc(C)c2C)c1 | 33.0% |
| CCOc1ccc(C(=O)Nc2nc3ccc(C)cc3s2)cc1OCC | 30.0% |
| Cc1cc([N+](=O)[O-])ccc1NC(=O)/C=C/c1ccc2c(c1)OCO2 | 0.0% |
| CC1=C(C(=O)OC2CCCC2)C(c2ccc(I)cc2)C2=C(CC(C)(C)CC2=O)N1 (stereo not drawn) | 2.0% |
| CC(=O)N(C)c1ccc(NC(=O)/C=C/c2cccc3ccccc23)cc1 | 53.0%* |

Quoted from the entries so far (4 entries):
| SMILES | RNase H inhibition |
| --- | --- |
| CCOc1ccc(C(=O)Nc2nc3ccc(C)cc3s2)cc1OCC | 30.0% |
| Cc1cc([N+](=O)[O-])ccc1NC(=O)/C=C/c1ccc2c(c1)OCO2 | 0.0% |
| CC1=C(C(=O)OC2CCCC2)C(c2ccc(I)cc2)C2=C(CC(C)(C)CC2=O)N1 (stereo not drawn) | 2.0% |
| CC(=O)N(C)c1ccc(NC(=O)/C=C/c2cccc3ccccc23)cc1 | 53.0%* |

Later entries:
| SMILES | RNase H inhibition |
| --- | --- |
| NC(=O)c1c(NC(=O)CCCCC(=O)Nc2sc3c(c2C(N)=O)CCCC3)sc2c1CCCC2 | 9.0% |
| CCOC(=O)C1=C(C)N=c2s/c(=C/c3cccc(OC)c3OC)c(=O)n2C1c1ccc(OC)c(OC)c1 (stereo not drawn) | 14.0% |
| CCOc1ccccc1NS(=O)(=O)Cc1ccccc1 | 2.0% |
| O=C1/C(=C/c2ccccc2[N+](=O)[O-])SC(=S)N1c1cccc(Br)c1 | 16.0% |
| CC(C)(C)c1ccc(C(=O)NCCSc2nc3ccccc3s2)cc1 | 5.0% |
| COc1ccc(NC(=O)c2ccc(C)cc2Cl)cc1OC | 4.0% |
| O=C(Nc1ccccc1Cl)c1cccc(Cl)c1Cl | 0.0% |
| COC(=O)C1=C(C)N(Cc2cccnc2)C(=O)/C1=C\c1cccc(Cl)c1 | 11.0% |
| CCOC(=O)c1ccc(NC(=O)CN(c2cccc(C(F)(F)F)c2)S(C)(=O)=O)cc1 | 12.0% |
| O=C1NC(=Nc2ccccc2)S/C1=C/c1cccc(C(F)(F)F)c1 | 33.0% |
| O=C(NC(=S)Nc1ccc(NC(=O)c2ccco2)c(Cl)c1)c1ccco1 | 6.0% |
| CCOC(=O)c1c(NC(=O)/C=C/c2cccc(Cl)c2)sc(C(N)=O)c1C | 2.0% |
| CCc1ccccc1NC(=O)CN(c1ccc(C)cc1)S(=O)(=O)c1ccc(SC)cc1 | 10.0% |
| Cc1ccc(-n2[nH]c(C)c(C=Nc3ccc(S(=O)(=O)Nc4nccs4)cc3)c2=O)cc1C | 17.0% |
| C=CCc1cccc2cc(C(=O)Nc3ccc(I)cc3)c(=O)oc12 | 10.0% |
| CC(=O)n1c(=S)[nH]c2ccccc21 | 0.0% |
| Cc1ccc(S(=O)(=O)Nc2ccc(C(=O)O)cc2)cc1 | 3.0% |
| O=C1C2C3C=CC(CC3)C2C(=O)N1c1ccc2c(c1)OCO2 (stereo not drawn) | 15.0% |
| Cc1ccc(NC(=O)c2c(NC(=O)c3ccco3)sc3c2CCCCC3)cc1 | 12.0% |
| O=C(Nc1cccc2ccccc12)OCCOc1ccc(Cl)cc1Br | 23.0% |
| CN(C)c1ccc(/C=N\OC(=O)Nc2cccc(Cl)c2)cc1 | 0.0% |
